High-throughput results (PubChem)
RNase H inhibition – RNase H inhibition, HIV 1 Gag Pol polyprotein, FRET biochemical assay, screening (AID 372) | inhibition, % at 10 µM; hits with a dose series show IC50 in µM | HIV-1 RT RNase H, FRET RNA/DNA substrate fluorescence; higher % means a stronger effect | hit rate 0.77% among 100,000; in the data active = inhibition above about 50%
An asterisk follows results filed as active; i = inactive. These rows are one share of the data (hit frequency here may not be typical).

No. | SMILES | RNase H inhibition
1 | CC1(C)CC(N2CN=C(N)N(C#N)C2)CC(C)(C)N1 | 2%
2 | COc1cc(NS(=O)(=O)c2ccc(NC(=O)/C(=C\c3ccc(Br)cc3)NC(=O)c3ccccc3Cl)cc2)nc(OC)n1 | 10%
3 | CC(C)Oc1ccccc1C1NC(=O)CCC1[N+](=O)[O-] (stereo not drawn) | 7%
4 | CCCC(=O)Nc1cc(-c2nc3cc(Cl)ccc3o2)ccc1C | 12%
5 | O=C(COc1ccc2ccccc2c1)N1CCN(c2ccc([N+](=O)[O-])cc2)CC1 | 14%
6 | O=C1c2ccc([N+](=O)[O-])cc2C(=O)C1c1ccc2ccccc2n1 (stereo not drawn) | 20%
7 | Cc1cccc(OC(=O)c2ccc(F)cc2)c1 | 3%
8 | Cc1ccccc1C(=O)N1c2c(C)cccc2C(Nc2ccccc2)CC1C (stereo not drawn) | 9%
9 | CCn1c(C(O)(c2ccccc2)c2ccc(C)cc2)nc2ccccc21 (stereo not drawn) | 12%
10 | CCOC(=O)c1ccc(N2C(=O)C3C(c4ccc(Cl)cc4)OC4(C(=O)c5ccccc5C4=O)C3C2=O)cc1 (stereo not drawn) | 17%
11 | COc1cc2c(cc1OC)C(c1cccc([N+](=O)[O-])c1)N(C1CC(=O)N(c3ccccc3)C1=O)CC2 (stereo not drawn) | 15%
12 | O=S(=O)(NCc1ccc(F)cc1)c1ccc(Cl)cc1 | 0%
13 | COc1cc(Br)cc(/C=C2/SC(=O)N(c3ccccc3)C2=O)c1O | 17%
14 | CC(C)(C)c1cc(C(c2ccccc2O)N2CCOCC2)cc(C(C)(C)C)c1O (stereo not drawn) | 22%
15 | CC1(C)Cc2c(c(-c3ccco3)[nH]c(=O)c2C#N)CO1 | 4%
16 | CC(C)=C1C2C=CC1C1C(=O)N(c3cc(C(F)(F)F)ccc3Cl)C(=O)C21 (stereo not drawn) | 2%
17 | CC1(O)N(Cc2ccccc2)C(=O)OC12CCCCC2 (stereo not drawn) | 0%
18 | O=C(O)CCCCCN1C(=O)C(=O)/C(=C(/O)c2ccc([N+](=O)[O-])cc2)C1c1ccccc1Cl (stereo not drawn) | 12%
19 | CCOc1ccc(-c2nc(-c3ccccc3C)cc(=O)o2)cc1 | 20%
20 | CC(=O)c1ccc(NC(=O)CSc2nnc(N)s2)cc1 | 5%
21 | Cc1ccccc1C(=O)NC(=S)Nc1ccc(O)c(-c2nc3ccccc3s2)c1 | 11%
22 | Clc1ccc(CNc2nc3ccccc3n2CCOc2ccccc2)cc1 | 25%
23 | Cc1cc([N+](=O)[O-])ccc1NCc1ccc2c(c1)OCO2 | 9%
24 | Cc1ccc2c(c1)c1c3n2CCN(CC(O)c2ccc(Br)cc2)C3CCC1 (stereo not drawn) | 12%
25 | Cc1cccc(C)c1OCCOc1ccc(C=C2C(=O)NC(=O)NC2=O)cc1 | 41%
26 | CC1=C(C(=O)OCC2CCCO2)C(c2cccc(Cl)c2)NC(=O)N1 (stereo not drawn) | 13%
27 | C/C(=N\Nc1nc(C(C)(C)C)cs1)c1ccccc1O | 16%
28 | O=C1NC(=Nc2ccccc2)S/C1=C/c1ccc(-c2ccc(Cl)c(Cl)c2)o1 | 33%
29 | Cc1cc(=O)[nH]c(SCC(=O)Nc2ccc(F)cc2)n1 | 9%
30 | CCOC(=O)COc1ccc2oc(C)c(C(=O)OC)c2c1 | 0%
31 | Cc1cc(Br)ccc1NC(=O)c1ccco1 | 6%
32 | O=C(NCc1ccco1)c1cc2n(n1)C(C(F)(F)F)CC(c1ccc(Br)cc1)N2 (stereo not drawn) | 17%
33 | O=c1oc2ccccc2c(N2CCCC2)c1CN1CCCC1 | 5%
34 | COc1ccc(Cl)cc1NC1=C(Cl)C(=O)N(c2ccc(Cl)cc2Cl)C1=O | 6%
35 | CCOC(=O)c1c(NC(=O)CSc2nnc3c4ccccc4n(CC)c3n2)sc2c1CCC2 | 12%
36 | COc1ccccc1-n1c(CSCC(=O)Nc2ccc3ccccc3c2)nc2ccccc2c1=O | 14%
37 | O=[N+]([O-])c1ccccc1OCC(O)Cn1cnc2ccccc21 (stereo not drawn) | 7%
38 | CCN(CC)c1ccc(/C=N/NC(=O)c2ccc(O)cc2O)cc1 | 2%
39 | CCOc1ccccc1OCCCOc1ccc(C)cc1Cl | 21%
40 | c1n[nH]c(NCc2ccc3c(c2)OCO3)n1 | 7%
41 | COc1cc(Br)c(CNC2CCCCC2C)cc1OC (stereo not drawn) | 9%
42 | CCOc1ccc(S(=O)(=O)N2CCC(C)CC2)c2ccccc12 | 7%
43 | Cc1cc(C)n2c(SCc3ccc(Br)cc3)nnc2n1 | 5%
44 | COC(=O)c1cc(NC(=O)c2ccc(OC)cc2OC)cc(C(=O)OC)c1 | 7%
45 | CC1=NN(c2ccc(C)c(C)c2)C(=O)/C1=C/c1ccc([N+](=O)[O-])o1 | 15%
46 | CCOC(=O)C1CCCN(C(=O)c2cccc([N+](=O)[O-])c2C)C1 (stereo not drawn) | 11%
47 | COc1ccc2ccccc2c1/C=N/NC(=O)Cc1nnc(N)s1 | 5%
48 | Cc1cccc(N2C(=O)CC(Sc3ncn[nH]3)C2=O)c1 (stereo not drawn) | 3%
49 | NC(=O)c1[nH]cnc1C(=O)c1ccccc1 | 7%
50 | CC(C)c1cc(C(C)C)c(S(=O)(=O)NCc2cccnc2)c(C(C)C)c1 | 13%
51 | COc1ccccc1NC(=O)c1c(NC(=O)Cc2ccccc2)sc2c1CCCCC2 | i
52 | COc1ccc(C2=NN(CN3C(=O)C(=O)c4cc(Br)ccc43)C(c3cccc([N+](=O)[O-])c3)C2)cc1 (stereo not drawn) | 18%
53 | Cc1[nH]n(-c2ccccc2)c(=O)c1N=Nc1ccc(S(=O)O)cc1 | 4%
54 | O=C(/C=C\c1ccco1)c1ccc(-n2nncc2C23CC4CC(CC(C4)C2)C3)cc1 | 12%
55 | CCCc1ccc(OCC(=O)Nc2cccc(F)c2)cc1 | 9%
56 | N#Cc1c2n(c3c(Cl)ncnc13)CCCC2 | 9%
57 | O=CNc1nc(C2COc3ccccc3O2)cs1 (stereo not drawn) | 0%
58 | O=C(c1ccc(-c2ccccc2)cc1)N1CCN(Cc2ccccn2)CC1 | 0%
59 | C/C=C/C=C/C(=O)Nc1cccc(/C=C/C(=O)c2ccccc2)c1 | 9%
60 | Nc1cc(C(=O)c2ccc(Cl)c(N)c2)ccc1Cl | 3%

Following part:
No. | SMILES | RNase H inhibition
61 | O=C(O)CCCCC(=O)NC1=NCCS1 | 8%
62 | O=C(N/N=C\c1ccc([N+](=O)[O-])cc1)c1cccc2cc[nH]c12 | 8%
63 | COc1cccc(C(=O)N2N=C(c3cccnc3)CC2(O)C(F)(F)F)c1 (stereo not drawn) | 3%
64 | Fc1ccc(Cc2nc3ccccc3[nH]2)cc1 | 0%
65 | Cc1ccc(S(=O)(=O)N/N=C2/CCCc3c2[nH]c2ccccc32)cc1 | 22%
66 | O=C(O)CN1C(=O)/C(=C2\SC(=S)N(C(Cc3ccccc3)C(=O)O)C2=O)c2ccccc21 (stereo not drawn) | 3%
67 | CN1CCc2c(sc(N)c2C#N)C1 | 14%
68 | Cc1ccc(S(=O)(=O)NNC(=O)c2ccoc2C)cc1 | 8%
69 | O=C(Nc1ccc(Cl)c([N+](=O)[O-])c1)c1ccc2ccccc2c1O | 10%
70 | C(=N\n1cnnc1SCc1ccccc1)/c1ccco1 | 7%
71 | Cc1ccc(C(=O)Nc2cccc(-c3nc4cc(Cl)ccc4o3)c2C)cc1[N+](=O)[O-] | 13%
72 | COc1ccccc1N1CCN(C(=O)CN(c2cccc([N+](=O)[O-])c2)S(=O)(=O)c2ccccc2)CC1 | 10%
73 | O=C(/C=C/c1ccco1)N(Cc1ccccc1)Cc1ccccc1 | 8%
74 | CC(Sc1ccccc1)C(=O)Nc1cccc(Cl)c1 (stereo not drawn) | 6%
75 | O=C1C(=Cc2cccc(Cl)c2)C(=O)c2ccccc21 | 14%
76 | CCOc1ccccc1NC(=O)c1ccc(OC)cc1 | 0%
77 | Cc1ccc2ncnc(Nc3ccc(I)cc3)c2c1 | 5%
78 | CCN(CC)c1ccc(/C=C2\C(=O)NC(=O)N(c3ccc(Br)c(C)c3)C2=O)o1 | 12%
79 | COc1ccc(C(=CCl)c2ccc(OC)cc2)cc1 | 6%
80 | COC(=O)c1c(NC(=O)c2cc(-c3ccc(Cl)s3)nc3ccccc23)sc2c1CCCC2 | 0%
81 | O=C1C(=O)N(c2cccc(Cl)c2)C(c2ccccc2)/C1=C(\O)c1ccccc1 (stereo not drawn) | 2%
82 | CC(NC(=O)CN(Cc1ccccc1)S(=O)(=O)c1ccccc1)c1ccccc1 (stereo not drawn) | 9%
83 | CC(=O)Oc1cccc(C(=O)Nc2ccc(OCC(=O)O)cc2)c1 | 5%
84 | COc1ccc2ccccc2c1/C=C1\C(=O)NC(=O)N(c2cccc(C)c2)C1=O | 36%
85 | COc1ccc(/C=C(\C#N)c2[nH]nc(N)c2C#N)cc1Br | 15%
86 | O=C(c1c(Cl)cccc1Cl)N(Cc1ccccc1)c1ccccn1 | 4%
87 | Cc1ccc(C(=O)Nc2ccccc2CO)cc1 | 0%
88 | CC(C)c1cc(Nc2ccc(S(N)(=O)=O)cc2)cc(C(C)C)c1O | 31%
89 | O=c1cc(O)nc2sc(C3CCCCC3)nn12 | 0%
90 | Cc1ccc2oc(-c3cc(N)ccc3Cl)nc2c1 | 11%
91 | CN(C(=O)c1ccc(F)cc1)C1CCCCC1 | 3%
92 | O=C(Nc1ccccc1C(=O)c1ccccc1)c1ccccc1Br | 1%
93 | CCOC(=O)/C(C#N)=C/c1c(OCC)n(CC)c2ccccc12 | 10%
94 | Cc1ccc(Cl)cc1NC(=O)c1cc(Cl)ccc1Cl | 8%
95 | CCOc1ccc(NC(=O)c2c(NC(=O)CCC(=O)O)sc3c2CCCC3)cc1 | 0%
96 | O=C(/C=C/c1ccc(Cl)cc1)Nc1cccnc1 | 9%
97 | O=C1N=c2ccccc2=C1c1sc2ccccc2c1O | 4%
98 | Cc1cc(C)n(CC(O)Cn2c3ccccc3c3ccccc32)n1 (stereo not drawn) | 6%
99 | COc1cc(C(=O)NC(=S)Nc2cc3nn(-c4ccc(C)cc4)nc3cc2C)cc(OC)c1OC | 6%
100 | Cc1ccc(NC(=O)c2nn(C34CC5CC(CC(C5)C3)C4)cc2[N+](=O)[O-])cc1 | 43%
101 | O=C(Cc1ccccc1)Nc1ccc(-c2nc3ccc(NC(=O)Cc4ccccc4)cc3[nH]2)cc1 | 6%
102 | CCC(=O)N(CCC1(c2ccccc2)CCOC(C)(C)C1)c1ccc(OC)c(OC)c1 (stereo not drawn) | 5%
103 | CCc1ccc(S(=O)(=O)Nc2ccc(OC(=O)c3ccc(Cl)cc3)cc2)cc1 | 19%
104 | O=C(Nc1ccc(Cl)cc1)C1CC1(c1ccccc1)c1ccccc1 (stereo not drawn) | 17%
105 | COc1ccccc1C(=O)NC(=S)Nc1cccc(-c2nc3cc(Cl)cc(Cl)c3o2)c1 | 3%
106 | Cc1cccc(C)c1NC(=O)c1cccc([N+](=O)[O-])c1 | 14%
107 | CC(C)COc1ccccc1C(=O)NCCC(=O)O | 12%
108 | CCOC(=O)c1c(NC(=O)COc2ccccc2)sc(C(=O)Nc2ccc(C)cc2C)c1C | 0%
109 | COc1ccc(/C=C2\C(=O)N(c3ccc(S(N)(=O)=O)cc3)N=C2C)cc1Br | 15%
110 | COc1ccc(/C=C(/NC(=O)c2ccccc2Br)C(=O)NC(Cc2ccccc2)C(=O)O)c(OC)c1 (stereo not drawn) | 1%
111 | COc1ccc(C2=NN(c3nc(-c4ccc(S(=O)(=O)N5CCCCC5)cc4)cs3)C(c3ccc(OC)cc3)C2)cc1 (stereo not drawn) | 1%
112 | COC(=O)c1sc2nccc(N(C)C)c2c1N | 0%
113 | COc1ccc(OCC(=O)Nc2cccc(-c3nc4cc(C)c(C)cc4o3)c2)cc1 | 10%
114 | COc1cc(C)c(/C=C2/C(=O)NC(=O)N(Cc3ccco3)C2=O)cc1C(C)C | 15%
115 | CC1=NN(c2ccc(S(N)(=O)=O)cc2)C(=O)/C1=C\c1ccc(O)c([N+](=O)[O-])c1 | 18%
116 | O=C(NC1CCCCC1Cc1ccco1)c1cccc2ccccc12 (stereo not drawn) | 9%
117 | COc1ccc(C2CC(=O)C3=C(C2)NC(C)=C(C(=O)OC2CCCCC2)C3c2ccncc2)cc1 (stereo not drawn) | 7%
118 | COc1ccc2c(c1)NC(C)(C)c1ssc(=Nc3ccc(Cl)cc3)c1-2 | 16%
119 | CCOc1ccc(-c2c(C#N)c(N)nc3sc(C#N)c(N)c23)cc1 | 7%
120 | CCOC(=O)c1c(N=CN(C)C)c(C#N)n2c1CCC2 | 2%

Next section:
No. | SMILES | RNase H inhibition
121 | O=C(Oc1cc2oc(=O)c3c(c2cc1Cl)CCC3)C1CCCCC1 | 11%
122 | CCOc1ccc(C2C(C(=O)OC)=CNC=C2C(=O)OC)cc1 | 8%
123 | COc1ccc(/C=C2\C(=O)NC(=O)N(c3ccc(Br)cc3)C2=O)c(C)c1 | 4%
124 | O=C(Nc1ccccc1C(F)(F)F)c1cccc(OCc2ccccc2)c1 | 9%
125 | COC(=O)/C(=C/C(=O)c1ccc(C)cc1)Nc1c(C)n(C)n(-c2ccccc2)c1=O | 4%
126 | Cn1c(=O)n(CCOc2ccc(F)cc2)c2ccccc21 | 10%
127 | CCOc1cc(C=O)cc(I)c1OC(C)C | 16%
128 | COCC(C)NCc1ccccc1Br (stereo not drawn) | 8%
129 | O=C(NCc1ccc(Cl)cc1)c1ccc(I)cc1 | 0%
